CRE-bla Fsk: Cell signaling CRE-BLA (Fsk stim). CHO CRE-bla reporter (cAMP response element driving beta-lactamase), forskolin EC10, beta-lactamase ratio. Potency, µM (titrated, usually from 38.2 µM), for inactives: at the top dose activity change, negative = inhibition, hits mostly activators. actives 2.5% (n = 71,000). AID 662, 2007; active means well fitted activation curve with a large enough effect in the signal ratio, with a control signal flat, not every such curve was filed as active; inconclusive means small, poorly fitted or top-dose-only effect, or effect the other way, or a change in a side signal; the % refers to the signal ratio; further: potency means the concentration at half of the fitted maximal effect; % of control where 0% means no effect
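Beta-lactamase reporter under a cAMP responsive element in CHO cells; compounds tested in titration series against EC10 NKH 477, 3 h at 37 °C. Read-out: CCF4 FRET ratio 460nm/530nm (excitation 405nm) giving %Activity, fitted to AC50.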
Pol III holo inh: qHTS Assay for Inhibitors of DNA Polymerase III Holoenzyme System; AID 603, 2007; Potency, µM (highest dose often 57.1 µM), without a hit: at the top dose activity change, negative = inhibition; actives 0.25% (n = 71,000); reconstituted DNA polymerase III holoenzyme replication, biochemical; further: potency means the concentration at half of the fitted maximal effect; on the % scale 0 is the no-effect control and ±100 the full control effect
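Reconstituted *E. coli* holoenzyme (0.35 nM Pol III, 1 nM beta, 154 nM SSB, 2 nM primase) was preincubated with compound for 15 min at RT. Synthesis on 1.4 nM ssM13Gori ran 35 min, then was stopped with PicoGreen/EDTA and read as dsDNA fluorescence.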
BRCT inh green: qHTS Assay for Inhibitors of BRCT-Phosphoprotein Interaction (Green Fluorophore). BRCA1 BRCT-phosphopeptide binding, green fluorescence polarization. Potency, µM (titrated, usually from 76.9 µM), inactives show top-dose activity change, negative = inhibition, actives largely listed as inhibitors. actives 0.05% (n = 75,000). AID 875, 2007;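 further: potency means the concentration at half of the fitted maximal effect; plate controls were peptide without protein for full effect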
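Compounds were incubated for 12 min at room temperature with a complex of 100 nM fluorescein-tagged pBACH1 decapeptide and 250 nM His-tagged BRCT protein. Buffer was phosphate pH 7.3 with EDTA, DTT and Tween 20. Disruption of binding lowers the polarization signal.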
HBB splicing: qHTS Assay for Modulators of Hemoglobin Beta Chain Splicing; Potency, µM (titrated, usually from 46.1 µM), for inactives: at the highest dose activation, usual class: activators; HBB splicing reporter cell assay, activation; EGFP reporter with mutant IVS2-654 intron; response scale: normalised to 500 nM splice-correcting PNA; actives 0.06% (n = 65,000); AID 925, 2007; further: potency means the concentration at half of the fitted maximal effect; 0% is about no effect
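Compounds were applied for 2 days to HeLa EGFP-654 cells, 500/well in Optimem with 2% FCS. The reporter's EGFP is disrupted by mis-splicing of beta-globin intron IVS2-654. Readout: summed well GFP fluorescence from 488 nm laser scanning; reference was 500 nM antisense […] 654 PNA.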
Hsp90 Hop PPI: qHTS Assay for Disrupters of an Hsp90 Co-Chaperone Interaction; Hsp90 C-terminal peptide / TPR2A (Hop) interaction, human; AlphaScreen TPR2A-His6 binding biotin-Hsp90 C-terminal peptide; Potency, µM (titrated, usually from 57 µM), for the others: at the highest dose activity change, negative = inhibition; actives 0.44% (n = 71,000); active means well fitted curve in either direction with a large enough effect; inconclusive means small, poorly fitted or top-dose-only effect, or another doubt; further: potency means the concentration at half of the fitted maximal effect; on the % scale 0 is the no-effect control and ±100 the full control effect; many of its hits are not listed in these tables
HADH2 inh: qHTS Assay for Inhibitors of HADH2 (Hydroxyacyl-Coenzyme A Dehydrogenase, Type II) | 3-hydroxyacyl-CoA dehydrogenase type-2 (Homo sapiens), Q99714 | recombinant HADH2, NADH fluorescence, beta-hydroxybutyryl-CoA | actives 3.4% (n = 73,000) | AID 886, 2007 | Potency, µM (highest dose often 57.1 µM), for the others: top-dose activity change, negative = inhibition, usual class: inhibitors; further: potency means the concentration at half of the fitted maximal effect; on the % scale 0 is the no-effect control and ±100 the full control effect; nearly all actives have a fitted effect of over 60% in size; many of its hits are not listed in these tables
Target sequence (Q99714 whole entry, looked up, one chain of several): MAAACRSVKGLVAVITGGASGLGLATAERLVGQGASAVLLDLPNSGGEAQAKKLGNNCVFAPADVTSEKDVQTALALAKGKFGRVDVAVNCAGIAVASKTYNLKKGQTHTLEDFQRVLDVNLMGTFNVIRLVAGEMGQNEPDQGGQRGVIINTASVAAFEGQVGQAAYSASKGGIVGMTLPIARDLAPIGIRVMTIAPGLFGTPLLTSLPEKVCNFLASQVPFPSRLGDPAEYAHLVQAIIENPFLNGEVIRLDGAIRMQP
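NADH fluorescence (ex 360/em 450 nm) read every 30 s for 4 min; activity taken as last-minus-first time point difference. Enzyme 20 nM, NAD+ 1 mM, beta-hydroxybutyryl-CoA 90 uM, pH 9.0 Tris buffer.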
BRCT inh red: qHTS Assay for Inhibitors of BRCT-Phosphoprotein Interaction (Red Fluorophore); BRCT-phosphopeptide binding, red fluorescence polarization; Breast cancer type 1 susceptibility protein (Homo sapiens), P38398; actives 0.03% (n = 75,000); Potency, µM (top dose mostly 76.9 µM), for the others: at the highest dose activity change, negative = inhibition, actives largely listed as inhibitors; further: on the % scale 0 is the no-effect control and ±100 the full control effect
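Rhodamine-labelled pBACH1 10-mer (100 nM) bound to BRCT domain (100 nM) at pH 7.3; compounds incubated 12 min room temperature, polarization read. Free peptide defines full inhibition; unlabelled decapeptide titrated as control.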
ALOX15 inhib: qHTS Assay for Inhibitors of 15-hLO (15-human lipoxygenase); purified 15hLO-1, xylenol orange hydroperoxide absorbance; Potency, µM (highest dose often 57.1 µM), for the others: top-dose activity change, negative = inhibition, hits mostly inhibitors; actives 1.4% (n = 74,000); AID 887, 2007; further: potency means the concentration at half of the fitted maximal effect; on the % scale 0 is the no-effect control and ±100 the full control effect; nearly all actives have a fitted effect of over 55% in size
Target sequence (P16050 whole entry, looked up): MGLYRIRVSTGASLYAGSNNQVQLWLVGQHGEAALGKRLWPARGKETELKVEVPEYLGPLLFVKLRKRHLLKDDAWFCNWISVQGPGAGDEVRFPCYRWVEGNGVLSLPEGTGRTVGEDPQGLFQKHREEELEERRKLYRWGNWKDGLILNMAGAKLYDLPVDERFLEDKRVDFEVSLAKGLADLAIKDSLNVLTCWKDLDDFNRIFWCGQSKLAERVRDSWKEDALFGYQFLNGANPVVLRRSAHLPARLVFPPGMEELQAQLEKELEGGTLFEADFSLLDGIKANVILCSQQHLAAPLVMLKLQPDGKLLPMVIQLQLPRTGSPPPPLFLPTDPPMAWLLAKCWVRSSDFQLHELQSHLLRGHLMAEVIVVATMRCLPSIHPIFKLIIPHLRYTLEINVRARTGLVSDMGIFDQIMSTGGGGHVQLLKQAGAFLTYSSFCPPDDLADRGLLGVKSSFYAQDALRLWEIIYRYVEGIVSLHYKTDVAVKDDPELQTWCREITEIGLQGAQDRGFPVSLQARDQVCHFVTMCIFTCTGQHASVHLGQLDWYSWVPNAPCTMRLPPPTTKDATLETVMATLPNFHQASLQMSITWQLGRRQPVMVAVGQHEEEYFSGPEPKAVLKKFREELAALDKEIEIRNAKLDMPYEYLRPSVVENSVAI
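Purified human 15hLO-1 (40 nM final) in 25 mM Hepes pH 7.5, 0.01% Triton X-100 was preincubated with compound 15 min at room temperature, then reacted 6 min with 50 uM arachidonic acid; hydroperoxide detected by Fe-XO, 573/405 nm absorbance ratio.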
USP2a inh: qHTS Assay for Inhibitors of Ubiquitin-specific Protease USP2a; Ubiquitin carboxyl-terminal hydrolase 2 (Homo sapiens), O75604; Potency, µM (top dose mostly 38.3 µM), inactives show at the top dose activity change, negative = inhibition, most hits filed as inhibitors; AID 927, 2007; USP2a enzymatic assay, qHTS inhibition; actives 0.1% (n = 60,000);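 further: potency means the concentration at half of the fitted maximal effect; nearly all actives have a fitted effect of over 60% in size; plate controls were DMSO for no effect and NEM full inhibition control for full effect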
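USP2 core (20nM final) preincubated 30 min RT with compound, then Ub-PLA2 20nM and NBD C6-HPC 20uM final added; buffer 20mM Tris-HCl pH 8.0, 2mM CaCl2. Fluorescence Ex 460/Em 535 read at 0 and 2.5 h; normalized to NEM.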
GFP derepression: qHTS Assay for Epigenetic Modulators; actives 0.09% (n = 68,000); AID 597, 2007; Potency, µM (doses to about 46.1 µM), without a hit: at the highest dose GFP derepression (activation); mouse C127i GFP locus derepression, cytometry, 30 h; further: % of control where 0% means no effect
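Murine C127i mammary cells carrying a silenced, stably integrated CMV-driven GFP reporter were treated with compound for 30 hours at 37 C. After PBS washes, GFP-positive cells were counted by laser-scanning microplate cytometry.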
UbGFP stabilizer: Ubiquitin-GFP Assay | Ubiquitin-GFP reporter cells, proteasome inhibition, GFP fluorescence; response scale: untreated = 0%, 10 µM MG-132 = 100% | Potency, µM (series often up to 45.9 µM), for inactives: at the top dose activation (GFP accumulation), usual class: activators | 67,000 tested, under 10 active | AID 526, 2006; active means well fitted activation curve with a large enough effect, not every such curve was filed as active; inconclusive means small, poorly fitted or top-dose-only effect, or another doubt; inactive means no such curve, though single readings can be large or run the other way; further: potency means the concentration at half of the fitted maximal effect
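Proteasome block read as GFP accumulation: ubiquitin(G76V)-GFP U2OS cells exposed to compound (2.9 nM–46 uM) for 4 hr at 37 C. Normalization used untreated cells as 0% and 10 uM MG-132 as 100%; concentration-response curves fitted.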
* marks the source's active call; other numbers are inactive results; ? = inconclusive; / = no result given; [ ] = remark or other dose. Unless noted, the call rests on the fitted dose curve; in most records, active means well fitted curve in the direction sought with a large enough effect; inconclusive means small, poorly fitted or top-dose-only effect, or another doubt; inactive means no such curve, though single readings can be large; an effect the other way counts as inactive or inconclusive.

#1 CN(C)c1ccc(C2CC(=O)NC3=C2C(=O)CC(C)(C)C3)cc1 (configuration not stated)
#2 O=C(O)c1cc(-c2ccccc2)c(N2CCOCC2)s1
#3 CCn1c(=O)n(CCOC)c(=O)c2c3c(sc21)CCCC3
#4 Cc1ccc(-c2nn(CC(=O)Nc3ccc4c(c3)nc3n4CCOC3)c(=O)c3ccccc23)cc1
#5 O=C(CSc1n[nH]c(-c2ccc(S(=O)(=O)NC3CCCCC3)cc2)n1)N1CCCC1
#6 COc1ccc(CNC(=O)CSc2ncnc3nc[nH]c23)cc1
#7 Nc1ncnc2nc(-c3ccc(N4CCOCC4)nc3)cc(-c3cccc(Br)c3)c12
#8 O=C(O)CSc1nc2ccc(Cl)cc2[nH]1

Screen / compound no.	1	2	3	4	5	6	7	8
CRE-bla Fsk	?	?	?	-2%	-5%	-1%	/	-3%
Pol III holo inh	-9%[11.4 µM]	0%	1%	-3%	-4%	-6%	/	-2%
BRCT inh green	0.9%	0.4%	-2.0%	-5.4%	-1.5%	-0.6%	3.7%	0.1%
HBB splicing	-2.5%[0.0738 µM]	-5.2%	0.1%	9.4%[0.369 µM]	-2.0%	/	0.2%	1.9%
Hsp90 Hop PPI	-8%[11 µM]	-2%	-3%	1%	-6%	-2%	/	0%
HADH2 inh	2%[11.4 µM]	?	13%	8%	25µM*	7%	4%	?
BRCT inh red	-0.7%	-0.4%	0.6%	-3.5%	-1.4%	-1.1%	0.6%	0.5%
ALOX15 inhib	-4%[11.4 µM]	-23%	-9%	-5%	-1%	1%	10µM*	-7%
USP2a inh	-2%[7.66 µM]	-7%	-1%	4%	8%	9%	/	-8%
GFP derepression	2%	0%	0%	0%	1%	0%	/	0%
UbGFP stabilizer	-15%[9.17 µM]	10%	0%	/	2%	-4%	/	3%

#9 O=C(NCC(=O)N(c1cccc(F)c1)C(C(=O)NCC1CCCO1)c1ccccc1)c1ccco1 (configuration not stated)
#10 Cc1oc(-c2ccccc2F)nc1CS(=O)(=O)CC(=O)N1CCOCC1
#11 COCCNC(=O)C(c1ccc(C)o1)N(CC1CCCO1)C(=O)Cn1nnc2ccccc21 (configuration not stated)
#12 CCCn1nnc(NC(=O)c2ccccc2Br)n1
#13 c1ccc(Cn2nnnc2C(c2cccs2)N2CCc3ccccc3C2)cc1 (configuration not stated)
#14 CN(CCCn1c(=S)[nH]c2ncccc2c1=O)Cc1ccccc1
#15 O=C(Nc1ccccc1-c1nnn(CC(=O)N2CCCc3ccccc32)n1)c1ccco1
#16 CSc1oc(-c2ccccc2)nc1S(=O)(=O)c1ccc(C)cc1

Screen / compound no.	9	10	11	12	13	14	15	16
CRE-bla Fsk	-9%	-2%	?	6%	5%	-13%	29%	?
Pol III holo inh	0%	0%	0%	-4%	-5%	1%	0%	1%[11.4 µM]
BRCT inh green	-1.0%	-2.6%	-0.4%	0.1%	-0.9%	-1.2%	-1.6%	-0.1%
HBB splicing	0.1%[57.5 µM]	0.3%	0.1%	0.7%	/	-1.1%	-1.8%	-3.0%[0.0738 µM]
Hsp90 Hop PPI	2%	-1%	-2%	-3%	?	-3%	0%	?
HADH2 inh	-4%	7%	-6%	7%	13%	-13%	-11%	18%[11.4 µM]
BRCT inh red	-3.6%	-0.9%	-1.8%	-0.4%	-1.0%	-1.3%	-1.9%	-2.0%
ALOX15 inhib	3%	0%	?	0%	-18%	6%	?	4%[11.4 µM]
USP2a inh	2%	/	-14%	-9%	27%	-1%	35%[activator]	-4%[7.66 µM]
GFP derepression	0%	-3%	0%	6%	0%	0%	-1%	-2%
UbGFP stabilizer	-4%	3%	-1%	4%	0%	0%	-5%	-11%[9.17 µM]

3 of the entries above in order of the GFP derepression value, largest number first:
item	mol	GFP derepression
12	CCCn1nnc(NC(=O)c2ccccc2Br)n1	6%
13	c1ccc(Cn2nnnc2C(c2cccs2)N2CCc3ccccc3C2)cc1 (configuration not stated)	0%
10	Cc1oc(-c2ccccc2F)nc1CS(=O)(=O)CC(=O)N1CCOCC1	-3%

Following part:
#17 C=CCn1c(SCC(=O)Nc2sccc2C(N)=O)nc2sc(C)c(C)c2c1=O
#18 Cc1nc(NC(=O)CSc2nc3cccnc3n2C2CCCCC2)sc1C
#19 Cc1noc(/C=C/c2ccco2)c1S(=O)(=O)N1CCC(C(=O)NCc2ccco2)CC1
#20 CCNC(=O)COC(=O)COc1ccc(Cl)cc1C
#21 COC(=O)c1ccc(CSc2ncnc3ccccc23)o1
#22 CCOC(=O)c1cccc(NC(=O)CSc2nnnn2C)c1
#23 CCOC(=O)CC(=O)CSc1nc(-c2cccnc2)cc(C)c1C#N
#24 COc1ccccc1OCc1nc(C#N)c(N2CCC(C(N)=O)CC2)o1

Screen / compound no.	17	18	19	20	21	22	23	24
CRE-bla Fsk	2µM*	?	-16%	-2%	0%	5%	?	-9%
Pol III holo inh	4%	-3%	21%	-3%	1%	-6%	2%	-10%
BRCT inh green	-0.7%	0.3%	3.8%	-1.4%	4.1%	-2.1%	13%	-0.5%
HBB splicing	-0.5%[57.5 µM]	/	1.1%	0.0%[57.5 µM]	-1.1%	/	-1.4%	0.8%
Hsp90 Hop PPI	-3%	-3%	-6%	-1%	1%	-3%	-2%	-3%
HADH2 inh	12%	8%	43%[activator]	11%	2%	16%	-10%	8%
BRCT inh red	-1.4%	0.4%	-2.8%	-2.1%	-2.3%	-1.1%	0.6%	-1.4%
ALOX15 inhib	-24%	2%	-25%	5%	-4%	7%	-7%	2%
USP2a inh	32%[activator]	39%[activator]	44%[activator]	-5%	/	-10%	20%	4%
GFP derepression	-2%	-5%	6%	1%	-2%	-1%	-4%	3%
UbGFP stabilizer	-1%	-2%	0%	-6%	0%	1%	2%	3%

#25 CCN1/C(=C\C(C)=O)Sc2ccc(OC)cc21
#26 COc1cccc(-n2c(SC3CCOC3=O)nc3ccccc3c2=O)c1 (configuration not stated)
#27 Cc1ccnc(NS(=O)(=O)c2ccc(N=[N+]=[N-])cc2)n1
#28 O=C(CN1C(=O)c2ccccc2S1(=O)=O)Nc1ccc(S(=O)(=O)N2CCCC2)cc1

Screen / compound no.	25	26	27	28
CRE-bla Fsk	7%	?	-8%[7.6 µM]	-7%
Pol III holo inh	-7%	-8%	-7%[11.4 µM]	0%
BRCT inh green	/	0.0%	-8.8%[15.4 µM]	-0.9%
HBB splicing	-2.3%	-0.7%	3.3%[9.22 µM]	-1.9%
Hsp90 Hop PPI	-3%	1%	-3%[11 µM]	-4%
HADH2 inh	?	-10%	2%[11.4 µM]	-4%
BRCT inh red	/	-0.2%	-0.3%[15.4 µM]	0.1%
ALOX15 inhib	/	-2%	-3%[11.4 µM]	-2%
USP2a inh	/	27%	/	28%
GFP derepression	-1%	-1%	13%[9.22 µM]	6%
UbGFP stabilizer	2%	-8%	8%[9.17 µM]	-2%

A portion of the library (hit frequency here may not be typical).
